CHO-K1 Ca antag: nonselective inhibitor or artifact in parental CHO-K1 cells | ATP-induced calcium, Fluo-8 fluorescence | inhibition, % at 3 µM | 360,000 compounds, 0.6% hits;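 active means inhibition above a per-plate cutoff, the plate's mean sample inhibition plus 3 SD, cut at about 24% in these data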;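 further: 0% = DMSO plus EC80 ATP and 100% = DMSO alone without ATP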
TAAR1 antagonist: antagonists of human TAAR1 | Q96RJ0 | CHO RD-HGA16 TAAR1, Fluo-8 calcium fluorescence, antagonist | inhibition, % at 3 µM | 360,000 compounds, 1.5% hits | AID 624466;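 active means inhibition above a per-plate cutoff, the mean inhibition of test compounds on that plate plus 3 SD, cut at about 49% in these data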;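 further: 0% = DMSO plus EC80 beta-PEA response and 100% = DMSO alone without agonist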
Target sequence (Q96RJ0 whole entry, looked up): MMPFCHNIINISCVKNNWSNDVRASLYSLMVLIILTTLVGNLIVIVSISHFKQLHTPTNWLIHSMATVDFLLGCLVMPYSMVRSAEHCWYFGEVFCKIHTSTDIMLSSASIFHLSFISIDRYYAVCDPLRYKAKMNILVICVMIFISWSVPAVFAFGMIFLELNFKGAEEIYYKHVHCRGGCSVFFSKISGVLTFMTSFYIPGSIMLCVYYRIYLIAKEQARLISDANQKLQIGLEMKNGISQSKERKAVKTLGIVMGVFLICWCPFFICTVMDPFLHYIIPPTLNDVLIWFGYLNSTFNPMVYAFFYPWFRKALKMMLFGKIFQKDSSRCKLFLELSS
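Material: CHO RD-HGA16 cells bearing hTAAR1; compound dosing: one-point dosing, 3 µM nominal final; schedule: dye loading 75 min at 37 °C, then 30 min room temperature; measured by: calcium fluorescence with Fluo-8; control set: vehicle and agonist controls; replication: n of 1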
M1 PAM parental: M1 PAM counterscreen hit in parental CHO-K1 cells; AID 602247; 360,000 compounds, 0.02% hits; ATP EC20, Fluo-8 calcium fluorescence; 0% at ATP EC20, 100% at ATP max; activation, % at 3 µM;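 active means activation above the run cutoff, the mean activation of all test compounds plus 3 SD, cut at about 40% in these data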;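 further: peak over basal fluorescence ratio in a 140 s read after ATP addition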
CHO parental Ca: counter-screen: ATP calcium response change in parental CHO cells | parental CHO-K1, ATP-induced calcium, Fluo-8 fluorescence | inhibition, % at 5.6 µM | 330,000 compounds, 0.63% hits | AID 463079;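 active means inhibition above that plate's mean sample inhibition plus 3 SD, cut at about 26% in these data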;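 further: 0% = ATP-challenged DMSO wells and 100% = DMSO wells without ATP; some compounds past the cut are filed as inactive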
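Material: parental CHO cells / Compound: single nominal dose of 5.6 µM per compound / Signal: Fluo-8 fluorescence / Replicates: singlicate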
TAAR1 agonist: agonists of human TAAR1; Q96RJ0; CHO RD-HGA16 TAAR1, Fluo-8 calcium fluorescence; vehicle wells 0%, saturating PEA agonist 100%; activation, % at 3 µM; 360,000 compounds, 0.99% hits;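 active means activation above the mean activation of all test compounds in the run plus 3 SD, cut at about 38% in these data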
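Test system: RD-HGA16 (CHO) cells co-expressing Gα16 and hTAAR1 | Doses: Single dose, 3 µM | Schedule: 17-24 h seeding, 75 min 37 °C dye, 30 min RT | Evaluation: % activation from peak over basal fluorescence ratio, DMSO-to-PEA scaled | Technique: Kinetic Fluo-8 calcium fluorescence | Benchmarks: Low control DMSO, high control PEA (EC100)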
CHO-K1 Ca ag: counter-screen for M1 agonists: effect in parental CHO-K1 cells; Fluo-8 calcium fluorescence; scaled to maximal ATP response, vehicle zero; AID 602248; 360,000 compounds, 0.48% hits; activation, % at 3 µM; in the data active means activation above about 15%;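 further: untransfected CHO-K1 host cells lacking M1 receptor as counterscreen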
M1 ag: human M1 muscarinic receptor agonism; P11229; 360,000 compounds, 0.33% hits; activation, % at 3 µM; CHO-K1 hM1, Fluo-8 calcium fluorescence, agonist mode; 0% DMSO, 100% acetylcholine EC100;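 active means activation above the run's mean compound activation plus 3 SD, cut at about 16% in these data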;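 further: peak over basal fluorescence ratio within a 140 s kinetic read after compound addition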
OXTR potentiator: human OXTR potentiation. P30559. CHO-OTR cells, Fluo-8 calcium fluorescence, potentiator mode; 0% = oxytocin EC15, 100% = EC100. activation, % at 3 µM. 320,000 compounds, 0.061% hits;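 active means activation above that plate's cutoff, the mean activation of tested compounds plus 3 SD, cut at about 6.6% in these data, passing the limit was not always enough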;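 further: 100% uses oxytocin at 75 nM as the full agonist control; some results filed as inactive read as strong as hits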
Target sequence (P30559 whole entry, looked up): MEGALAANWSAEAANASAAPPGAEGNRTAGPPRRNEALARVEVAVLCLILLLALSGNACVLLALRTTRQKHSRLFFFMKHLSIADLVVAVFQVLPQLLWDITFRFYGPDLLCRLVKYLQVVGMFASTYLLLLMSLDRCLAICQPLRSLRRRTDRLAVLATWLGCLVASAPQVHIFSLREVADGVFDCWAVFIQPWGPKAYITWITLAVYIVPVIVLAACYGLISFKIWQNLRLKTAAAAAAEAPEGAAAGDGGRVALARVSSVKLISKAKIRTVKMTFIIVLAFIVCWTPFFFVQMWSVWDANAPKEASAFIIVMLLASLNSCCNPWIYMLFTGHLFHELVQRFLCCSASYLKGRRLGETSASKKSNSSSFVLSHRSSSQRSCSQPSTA
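Measured by – Fluo-8 calcium dye fluorescence · Test system – human OTR in CHO cells · Dosing – one concentration, 3.0 µM compound · Controls – EC15 oxytocin alone as 0%, 75 nM oxytocin as 100% · Evaluation – normalized max/min fluorescence ratio, % activation · Timing – 6 min pre-incubation, 100 s read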
CHRM1 antagonist: antagonists of human M1 muscarinic receptor. P11229. CHO-K1 hM1, Fluo-8 calcium fluorescence, ACh EC80 antagonist. inhibition, % at 3 µM. 360,000 compounds, 1.3% hits. AID 588852;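 active means percent inhibition above its own plate's cutoff, namely the mean of that plate's compound wells plus 3 SD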;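 further: peak over basal fluorescence ratio during 140 s after agonist addition; 0% = ACh EC80 plus DMSO and 100% = DMSO alone without agonist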
Starred values were filed as active, the others as inactive; nt = not tested or not shown.

Values in the order: M1 PAM parental, CHO-K1 Ca ag, TAAR1 agonist, M1 ag, OXTR potentiator, CHRM1 antagonist, TAAR1 antagonist, CHO-K1 Ca antag, CHO parental Ca
- CCOc1cc(N2CCOCC2)c(OCC)cc1NC(=O)c1nn(CC)c(=O)c2ccccc12
 : 10, 2.0, 12, -2, -4, -1, -18, -10, -19
- CC(C)(C)NC(=O)CSc1nnc(-c2ccccn2)n1-c1ccccc1
 : 3, 0.0, 0, -1, -3, -13, -16, -5, -13
- COC(=O)c1ccc(S(=O)(=O)N2CCC(O)CC2)n1C
 : 0, 1.0, 0, -3, 1, -10, 9, -1, 3
- Cc1[nH]c(C)c(S(=O)(=O)Nc2cccc(Cl)c2C)c1C(=O)N1CCCCC1
 : 9, 2.0, 2, -4, 2, -6, -1, -14, -15
- COc1ccc(OC)c(N(CC(=O)O)S(=O)(=O)c2ccc(OC)c(OC)c2)c1
 : 1, 0.1, 2, -1, -4, -24, -28, -15, -4
- CCC(=O)c1cn(CC(=O)Nc2c(C)cccc2C)c2ccccc12
 : 13, 0.5, 2, -2, -5, -3, -11, -11, -18
- Cc1ccccc1N1CC(C(=O)Nc2ccc(S(=O)(=O)N3CCOCC3)cc2)CC1=O (stereo not drawn)
 : 19, 0.9, 4, -4, -5, -10, -20, -6, -6
- CC(=O)c1cccc(NC(=O)Nc2ccc3c(c2)N(C)C(=O)CS3)c1
 : -1, 15, 27, 5, -4, 35*, 66*, 8, -3
- CCCCn1c(N)c(N(CC(C)C)C(=O)c2ccc(-c3ccc([N+](=O)[O-])cc3)o2)c(=O)[nH]c1=O
 : 9, -0.8, 0, 0, -16, -16, -9, 2, -7
- COc1cccc(N2CCN(c3ccc4nnc(CCC(=O)Nc5ccccc5OC)n4n3)CC2)c1
 : 11, 4.5, 8, 0, -12, 5, 44, -14, -22
- Cc1ccc(COn2c(-c3ccc(Cl)cc3Cl)nc3ncccc32)cc1
 : 11, 0.6, 20, -6, -12, 35*, 28, -16, -26
- CC(=O)c1cnc2sccn2c1=O
 : 0, -0.3, 0, -8, -3, -2, -5, 2, -10
- Cc1ccc2nc(NC(=O)COC(=O)c3ccncc3)sc2c1
 : -5, 5.3, 2, -6, 0, -2, 8, 15, -10
- COc1cc(OC)c(C2=NOC(C(=O)N3CCN(C(=O)c4ccco4)CC3)C2)cc1Cl (stereo not drawn)
 : 17, 1.6, 1, -4, -11, -3, 0, -13, -11
- O=C(NC1CCCCCCC1)c1cccnc1
 : 23, 0.4, 3, -2, -4, -10, -10, -4, -9
- O=C(CCC(=O)Nc1ccccc1)NCCO
 : 19, 1.2, 6, -1, -9, -11, -29, -5, -8
- CC1(C)CC(=O)C(C=Nc2ccc(C(=O)c3ccccc3)cc2N=CC2=C(O)CC(C)(C)CC2=O)=C(O)C1
 : 6, 6.3, 6, 5, -8, 13, 22, 12, -11
- CCOC(=O)c1c(NC(=O)CSc2nnnn2C)sc(C)c1-c1ccc(C)cc1
 : -11, -0.6, 2, 1, -3, 3, 1, 21, -6
- O=C1c2ccccc2C(=O)c2[nH]c(=O)[nH]c21
 : -4, 1.1, 3, -4, -1, -8, -5, -10, -7
- CC(=O)c1ccc(NS(=O)(=O)c2cc3c(cc2C)N(C)CCO3)cc1
 : -8, 1.0, 8, -1, 4, -5, -18, -8, -13
- O=C(CCC(=O)OCC(=O)c1ccc(Br)cc1)NC1CCCCC1
 : 15, 1.5, 9, 0, -10, -39, 12, 2, -2
- CC(C)OCCCN(C)C1CCN(S(=O)(=O)c2ccc(-c3cc(C(F)(F)F)no3)s2)CC1
 : -9, 1.8, 5, -4, -21, 18, -7, -1, -9
- Cc1cccn2c(CN3CCNC(=O)CC3)c(C(=O)N(C)CCc3ccccc3)nc12
 : 10, 1.0, 0, -5, -1, 6, -13, -17, 4
- Cc1ccc(N2CC(C(=O)OCC(=O)C(C)(C)C)CC2=O)cc1C (stereo not drawn)
 : 16, 0.9, 2, -2, -6, -3, 10, -1, -17
- CCOC(=O)Cc1csc(NC(=O)CSc2ncnc3c2cnn3-c2ccc(OC)cc2)n1
 : 12, 3.5, 18, -1, -19, 24, 50*, 6, 13
- CC1(C)CC(NS(=O)(=O)OCC(Cl)(Cl)Cl)c2cc(C#N)ccc2O1 (stereo not drawn)
 : -23, -0.7, 2, 3, -18, 2, 2, 11, -20
- Cc1ccc2nc(CSc3nnc(Nc4ccccc4F)s3)cc(=O)n2c1
 : 6, 4.9, 18, -6, -6, -5, 21, 4, -19
- Cc1ccc(/C=C2/C(=O)N=C(N)N2C)s1
 : -9, -0.4, 2, -6, -6, 4, 2, 15, 1
- COc1ccc(CCC(=O)Nc2c(-c3ccc(N(C)C)cc3)[nH][nH]c2=O)cc1
 : 15, 1.1, 1, -3, nt, -23, -16, -14, nt
- O=C(c1cc(S(=O)(=O)N2CCOCC2)c(Cl)cc1Cl)N1CCN(S(=O)(=O)c2cccc(F)c2)CC1
 : 14, 0.4, 3, -1, 0, -29, -5, -9, -16

Limited to CHO-K1 Ca antag, TAAR1 antagonist and M1 PAM parental, for some of the entries so far:
canonical_smiles	CHO-K1 Ca antag	TAAR1 antagonist	M1 PAM parental
CC(C)OCCCN(C)C1CCN(S(=O)(=O)c2ccc(-c3cc(C(F)(F)F)no3)s2)CC1	-1	-7	-9
O=C(CCC(=O)Nc1ccccc1)NCCO	-5	-29	19
Cc1ccc2nc(CSc3nnc(Nc4ccccc4F)s3)cc(=O)n2c1	4	21	6
COc1ccc(CCC(=O)Nc2c(-c3ccc(N(C)C)cc3)[nH][nH]c2=O)cc1	-14	-16	15

(continued)
Values in the order: M1 PAM parental, CHO-K1 Ca ag, TAAR1 agonist, M1 ag, OXTR potentiator, CHRM1 antagonist, TAAR1 antagonist, CHO-K1 Ca antag, CHO parental Ca
- Cc1cc(C)n(-c2ccc(Cl)c(C(=O)O)n2)n1
 : 15, 0.3, 12, 4, -4, -37, -8, -6, -17
- Cc1cn([C@H]2C[C@H](O)[C@@H](CNC(=O)[C@@H]3CCCN3Cc3ccccc3)O2)c(=O)[nH]c1=O
 : 25, 0.5, 0, -5, nt, -6, 11, -15, nt
- CN(CC(=O)Nc1ccc(N2CCOCC2)cc1)C(=O)c1cc(F)c(F)cc1Cl
 : 12, 1.2, 1, -1, -8, -12, -6, -4, 4
- CC(C)C(c1nnnn1C1CCCC1)N1CCc2ccccc21 (stereo not drawn)
 : 13, 0.1, -1, -7, 2, 5, -8, -6, 7
- COc1cc(CNCCCN2CCOCC2)ccc1OCC(=O)Nc1cccc(C(F)(F)F)c1
 : 16, 0.6, 7, -7, -4, 4, -13, -8, -8
- COC(=O)c1sccc1-n1cccc1C(=O)C(=O)N1CC(C)OC(C)C1 (stereo not drawn)
 : 15, 1.2, 0, -1, -15, -31, 3, -9, -4
- O=C(Nc1ccc(F)cc1F)N1CCC(c2nc3ccccc3o2)CC1
 : 13, 3.4, 7, -7, 0, 4, -4, -5, -15
- O=[N+]([O-])c1cc(S(=O)(=O)N2CCCC2)ccc1O
 : 22, 0.6, 4, -5, -1, -2, -35, -8, -3
- Nc1nc(-c2ccccc2)nc2nonc12
 : 16, 0.6, -1, -4, nt, -12, 8, -9, nt
- CC(=O)c1c(C)[nH]c(C(=O)OCC(=O)N(C)C)c1C
 : 3, 0.7, 2, -1, 1, -6, 9, -25, 1
- COC(=O)c1c(NC(=O)c2c(OC)cccc2OC)sc2c1C(C(=O)OC)CC2 (stereo not drawn)
 : -10, 1.5, 4, 4, 1, -9, -4, -3, -17
- CCCCn1c(=O)cc(C)n(-c2ccccc2)c1=O
 : -6, 0.3, 2, -1, 4, -22, 9, -7, -8
- O=C(Cn1cc[n+](Cc2ccccc2)c1)c1ccc([N+](=O)[O-])cc1
 : 16, -0.1, 0, -6, 2, 10, -4, -16, -3
- O=C(/C=C/c1cccc([N+](=O)[O-])c1)Nc1ccccc1N1CCOCC1
 : -1, 1.2, 5, -3, 2, -1, 24, 7, -22
- Cc1cccc(-c2oc3ccc(-c4ccc5c(c4)OCO5)cc3c2/C=C/c2ccc(N)cc2)c1
 : 5, 0.5, nt, -1, 0, 7, nt, -10, 8
- CCOC(=O)N1CCN(CC(=O)NC(=O)Nc2ccc3c(c2)OCCO3)CC1
 : 6, 0.4, -1, -7, nt, -5, -1, -3, nt
- Cc1ccc(NS(=O)(=O)c2cccc([N+](=O)[O-])c2)nc1
 : -7, 0.2, 9, -2, -4, 2, 10, 6, -6
- CCC(C(=O)OC(C)C(=O)Nc1ccc(Cl)cn1)c1ccccc1 (stereo not drawn)
 : 12, -0.5, 2, -4, -9, -8, -4, 3, -22
- CC(C)N(Cc1ccccc1)C(=O)CCc1ccccc1
 : -3, 1.1, -3, -5, -1, -3, -8, -8, -10
- COc1cc(C(=O)Oc2ccc3c(c2)OCC3=O)cc(OC)c1OC
 : 21, 0.3, 2, -4, -14, -34, 5, -13, -31
- CCOC(=O)C1=C(C)N=c2s/c(=C\c3ccncc3)c(=O)n2C1c1ccc2c(c1)OCO2 (stereo not drawn)
 : -8, -0.1, 13, -3, -16, -2, -11, -10, -10
- COc1ccc(CCC(=O)Nc2ccc(C)c([N+](=O)[O-])c2)cc1
 : 24, 1.0, 6, -7, -3, 11, -4, -8, -13
- Cc1cc(NC(=O)C2CCCCC2C(=O)O)ccc1NC(=O)c1ccccc1 (stereo not drawn)
 : 4, 0.5, 1, -1, -12, -17, -5, -8, -5
- Cc1onc(-c2ccccc2)c1C(=O)OCC(=O)Nc1ccccc1
 : 23, 1.3, 1, -3, nt, -7, 4, 1, nt

Reprinted at random: two records from the list, in no set order.
Values in the order: M1 PAM parental, CHO-K1 Ca ag, TAAR1 agonist, M1 ag, OXTR potentiator, CHRM1 antagonist, TAAR1 antagonist, CHO-K1 Ca antag, CHO parental Ca
- Cc1onc(-c2ccccc2)c1C(=O)OCC(=O)Nc1ccccc1
 : 23, 1.3, 1, -3, nt, -7, 4, 1, nt
- COc1ccc(CCC(=O)Nc2ccc(C)c([N+](=O)[O-])c2)cc1
 : 24, 1.0, 6, -7, -3, 11, -4, -8, -13

Compound activity as filed in PubChem BioAssay.
